# MITF primary: blocks human microphthalmia-associated transcription factor; O75030; AlphaScreen MITF homodimerization, bead proximity signal; inhibition, % at 2.6 µM; hit rate 0.91% among 650,000; in the data active = inhibition above about 50%;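 note: 0% = vehicle wells with protein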
# Target sequence (O75030 whole entry, looked up): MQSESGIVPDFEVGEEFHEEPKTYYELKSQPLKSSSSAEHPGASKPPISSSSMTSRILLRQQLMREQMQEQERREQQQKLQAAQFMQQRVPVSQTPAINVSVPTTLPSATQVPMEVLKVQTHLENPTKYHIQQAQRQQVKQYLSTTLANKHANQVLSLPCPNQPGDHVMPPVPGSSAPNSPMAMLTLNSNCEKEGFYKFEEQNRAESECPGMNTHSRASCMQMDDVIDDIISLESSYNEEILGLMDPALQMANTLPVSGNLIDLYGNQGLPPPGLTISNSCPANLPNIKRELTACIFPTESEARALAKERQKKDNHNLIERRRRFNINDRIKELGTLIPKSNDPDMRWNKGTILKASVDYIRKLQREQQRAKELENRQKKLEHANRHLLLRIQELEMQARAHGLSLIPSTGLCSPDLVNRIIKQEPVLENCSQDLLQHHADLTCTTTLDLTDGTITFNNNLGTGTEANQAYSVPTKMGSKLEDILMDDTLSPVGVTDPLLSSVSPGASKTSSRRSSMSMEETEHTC
# TEAD-YAP inh: TEAD-YAP interaction inhibition; HEK-TIYL cells, TEAD-Gal4/YAP UAS-luciferase luminescence; inhibition, % at 9.12 µM; AID 1259422; hit rate 1.4% among 640,000; in the data active = inhibition above about 32%;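 note: 0% = median of test compound wells and 100% = reference inhibitor wells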
# GPR151 activ: human GPR151 activation | Q8TDV0 | PathHunter beta-arrestin GPR151 cells, luminescence | activation, % at 11.2 µM | hit rate 1% among 650,000; in the data active = activation above about 4.9%;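 note: 0% = median of compound wells and 100% = cells with positive control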
# Target sequence (Q8TDV0 whole entry, looked up): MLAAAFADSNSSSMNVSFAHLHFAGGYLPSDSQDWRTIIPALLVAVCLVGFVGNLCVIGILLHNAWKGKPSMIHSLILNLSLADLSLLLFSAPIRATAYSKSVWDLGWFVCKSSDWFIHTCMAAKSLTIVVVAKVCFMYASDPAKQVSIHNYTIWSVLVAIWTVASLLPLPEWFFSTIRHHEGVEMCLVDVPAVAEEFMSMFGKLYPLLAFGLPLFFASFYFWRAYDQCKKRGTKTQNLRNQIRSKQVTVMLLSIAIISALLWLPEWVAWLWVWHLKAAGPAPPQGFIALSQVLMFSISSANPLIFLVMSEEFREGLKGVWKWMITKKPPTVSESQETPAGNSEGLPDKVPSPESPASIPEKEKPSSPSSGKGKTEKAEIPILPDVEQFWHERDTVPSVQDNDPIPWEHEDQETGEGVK
# FBW7 activator: activators of human E3 ligase FBW7 | Q969H0 | AlphaScreen FBW7–phospho-cyclin E peptide binding, activator screen | normalized activity (activation), % at 26.1 µM | hit rate 0.13% among 650,000 | AID 1259310; in the data active = normalized activity above about 1.9%;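 note: purified mutant Fbw7 with reduced substrate affinity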
# Numbers without * were called inactive; & = joins results of further samples.
# Results follow in this order: MITF primary	TEAD-YAP inh	GPR151 activ	FBW7 activator
CN1CCN(C(=O)CCN2C(=O)c3cccc4cccc(c34)C2=O)CC1
→ -3	-14	-0.9	-0.2
CCc1ccccc1NC1=NCC(=O)N1C1CCCC1
→ 5	1	0.5	0.5
CC1CCN(C(C(=O)NC2CCCC2)c2cc3c(cc2[N+](=O)[O-])OCO3)CC1 (stereo not given)
→ 6	8	0.6	-0.1
Cc1occc1C(=O)Nc1c(C)n(C)n(-c2ccccc2)c1=O
→ 16	9	0.0	0.1
CCN1CCN(CCOCCOc2ccccc2OCc2ccccc2)CC1
→ 81*	7	-2.8	1.2
C=CCn1c(SCC(=O)N(CC)CC)nnc1-c1ccncc1
→ -6	0	0.9	-0.1
COC(=O)C1CCN(C(=O)c2sc3nc(-c4ccccc4)cn3c2C)CC1
→ 2	5	0.3	0.1
Cc1nc2ccccc2c2nc3ccccc3n12
→ -3	-2	0.6	-0.1
CC1CC(C)CN(S(=O)(=O)c2ccc(C(=O)Nc3ccc(Cl)cc3)cc2)C1 (stereo not given)
→ 5	-16	4.1	0.1
COc1cc(OC)cc(-c2nc3cc(C)ccc3o2)c1
→ -3	-58	-7.4	1.0
CCCCOc1ccc(C(=O)CCNC(C(=O)O)C(C)O)cc1 (stereo not given)
→ -2	-1	-1.1	-0.1
COc1ccc2c(c1)c(C(=O)N1CCN(c3ccccc3)CC1)c(C)n2C
→ 16	9	-0.4	0.7
N#Cc1c(NC(=O)c2cccc(Oc3ccccc3)c2)sc2c1CCC2
→ 0	-10	1.0	0.0
COc1ccc(/C=N/NC(=O)COc2cccc(C)c2)c(OC)c1OC
→ 14	-1	-0.9	0.2
FC(F)(F)c1cccc(CN2CCC(N3CCCCC3)CC2)c1
→ 7	-2	0.3	0.7
O=C(NCCOc1ccc(C2CCCCC2)cc1)C1CCCN1S(=O)(=O)c1ccccc1 (stereo not given)
→ 8	-3	4.6	0.4
Cn1c2ccccc2c2nnc(SCC(=O)Nc3ccccn3)nc21
→ 16	-9	-0.5	0.1
CC(NC(=O)c1nn2c(C(F)(F)F)cc(-c3cccs3)nc2c1Cl)c1ccccc1 (stereo not given)
→ 9	4	1.0	1.1
COC(=O)c1cc(NC(C)=O)c(C)c(NC(C)=O)c1[N+](=O)[O-]
→ -4	6	3.2	-0.2
O=C(NC(C(=O)N1CCCC1C(=O)O)=C1CCCCC1)c1ccccc1 (stereo not given)
→ 8	-10	0.4	-0.1

# Nothing new here: entries from further up.
# Results follow in this order: MITF primary	TEAD-YAP inh	GPR151 activ	FBW7 activator
COC(=O)c1cc(NC(C)=O)c(C)c(NC(C)=O)c1[N+](=O)[O-]
→ -4	6	3.2	-0.2
O=C(NC(C(=O)N1CCCC1C(=O)O)=C1CCCCC1)c1ccccc1 (stereo not given)
→ 8	-10	0.4	-0.1

# (further entries)
# Results follow in this order: MITF primary	TEAD-YAP inh	GPR151 activ	FBW7 activator
O=C(NCc1ccccc1)c1cc2n(n1)C(C(F)(F)F)CC(c1ccc(Cl)cc1)N2 (stereo not given)
→ 13	4	0.1	-0.1
CCOC(=O)c1cnc2c(C)c(Cl)ccc2c1N(C)Cc1ccccc1
→ 3	10	-0.3	-0.1
O=C(/C=C/c1ccc(F)cc1)NNC(=O)CC12CC3CC(CC(C3)C1)C2
→ -7	8	-0.2	0.0
O=C(CSC(=S)N1CCOCC1)N1c2ccccc2CCc2ccccc21
→ -1	5	2.0	-0.2
Cc1cc(OCC(=O)O/N=C(\N)Cc2ccc([N+](=O)[O-])cc2)cc(C)c1Cl
→ -1	4	0.6	-0.2
Cc1ccc(NC(=O)CN2CCOCC2)c2c1CC(C)(C)O2
→ 21	-8	-0.9	0.0
Cc1ccc(S(=O)(=O)c2ccc3nc(N)[nH]c3c2)cc1
→ 4	4	0.0	0.0
Nc1nnc(CSCc2ccc(F)cc2)s1
→ 9	8	0.6	0.0
O=C(O)COc1noc2nc3c(cc12)CCCCC3
→ -1	-11	-0.7	0.1
CCOC(=O)C(=CNc1ccc(C(=O)OC)cc1)C(=O)OCC
→ 22	12	-0.1	0.0
CCCC(CCn1c(C)[n+](CC)c2ccc(C#N)cc21)S(=O)(=O)O (stereo not given)
→ 9	14	-0.6	1.9*
O=C1Nc2c(F)c(F)c(F)c(F)c2Oc2ccccc21
→ 8	0	-1.5	0.2
CCOC(=O)C1=C(C)N=c2s/c(=C/c3ccc(N(C)C)cc3)c(=O)n2C1c1ccccc1F (stereo not given)
→ 5	7	-1.5	0.0
C=CCc1cccc2cc(C(=O)Nc3ccc(CC)cc3)c(=O)oc12
→ -2	1	0.0	0.1
N#Cc1ccc(/C=N/NC(=O)c2ccccc2I)cc1
→ -6	-7	0.3	0.1
Cc1ccnc(-n2c(C)cc(/C=C3/NC(=O)N(c4ccccc4)C3=O)c2C)c1
→ 18	-5	-1.2	0.0
CC1=C(C(=O)OCCc2ccccc2)C(c2coc3ccccc3c2=O)C2=C(CC(c3cccs3)CC2=O)N1 (stereo not given)
→ 10	12	0.4	-0.1
CC(=O)c1cccc(-c2ncc(C)c(NCCN3CCOCC3)n2)c1
→ 8	-9	-0.9	0.0
O=C1C(=O)N(CCc2ccccc2)C(c2ccc(F)cc2)/C1=C(/O)c1ccc(Cl)cc1 (stereo not given)
→ -19	-5	1.8	0.1
CCOC(=O)C(NC(=O)c1ccccc1)(Nc1nc2ccccc2nc1C(F)(F)F)C(F)(F)F (stereo not given)
→ 1	11	-0.9	0.1

# Compounds shown so far with a CF3 group:
# Results follow in this order: MITF primary	TEAD-YAP inh	GPR151 activ	FBW7 activator
FC(F)(F)c1cccc(CN2CCC(N3CCCCC3)CC2)c1
→ 7	-2	0.3	0.7
CC(NC(=O)c1nn2c(C(F)(F)F)cc(-c3cccs3)nc2c1Cl)c1ccccc1 (stereo not given)
→ 9	4	1.0	1.1
O=C(NCc1ccccc1)c1cc2n(n1)C(C(F)(F)F)CC(c1ccc(Cl)cc1)N2 (stereo not given)
→ 13	4	0.1	-0.1
CCOC(=O)C(NC(=O)c1ccccc1)(Nc1nc2ccccc2nc1C(F)(F)F)C(F)(F)F (stereo not given)
→ 1	11	-0.9	0.1

# Other records.
# Results follow in this order: MITF primary	TEAD-YAP inh	GPR151 activ	FBW7 activator
O=[N+]([O-])c1ccc(N2CCN(C(=S)c3ccc(O)cc3)CC2)cc1
→ -8	1	-0.3	-0.2
C(=C\c1ccccc1)/CSc1nnc(-c2ccncc2)n1-c1ccccc1
→ 0	-1	-0.2	-0.1
COC(=O)c1ccc(CC2(C)C(=O)Nc3c(-c4cccc(OC)c4)cccc32)o1 (stereo not given)
→ 2	1	0.6	0.1
Cc1nc2[nH]c(=O)[nH]c(=O)c2s1
→ 0	-7	2.9	0.1
CCOC(=O)c1c(-c2ccc(OC)c(OC)c2)csc1NC(=S)Nc1ccccc1
→ -18	-2	-1.1	0.1
Cc1ccc(-c2nc3cc(NC(=O)c4ccc(-c5ccc(Cl)cc5)o4)ccc3o2)cc1
→ 12	5	-0.9	0.1
O=C(NC(c1ccccc1)c1ccccc1)c1cccnc1
→ 0	2	-0.1	-0.1
Cn1c(C(=O)N(Cc2ccccn2)CC2CCCO2)cc2sccc21 (stereo not given)
→ 21	2	1.1	0.2
CCOC(=O)c1c(NC(=O)CSc2nnc(CNC(=O)c3cccs3)n2-c2ccccc2OC)sc2c1CCC2
→ -3	-11	-0.7	0.1
Nc1cccc(-c2cnc(N)c(NCCCO)n2)c1
→ 26	4	-0.2	1.1
COc1ccc(N2Cc3cccc(C(=O)NCc4ccco4)c3C2=O)cc1
→ 4	-7	0.3	-0.2
Clc1ccc(-c2csc(N3CCN4CCCC4C3)n2)cc1 (stereo not given)
→ 15	-30	-0.3	0.0
CC1CC(C)(C)NC(=S)N1CCC(=O)Nc1ccc(OC(F)(F)F)cc1 (stereo not given)
→ 7	-4	4.0	0.5
FC(F)(F)c1ccc(Cn2cnc3c(Nc4ccc(N5CCOCC5)cc4)nc(Cl)nc32)cc1
→ -1	4	6.9*	0.0
COc1ccccc1OCCn1c(=O)n(C)c2ccccc21
→ -3	-6	0.2	0.0
O=C(NNC(=S)NCCc1ccccc1)c1ccc(Br)o1
→ 9	3	0.9	-0.2
CC(C)Cn1c(N/N=C/c2cccnc2)nc2c1c(=O)[nH]c(=O)n2C
→ 3	-7	0.1	0.0
COC(=O)c1ccc(Nc2ncnc3sccc23)cc1
→ 6	-38	-1.9	0.1
Cc1cc(=O)[nH]c(-n2nc(C)c(CCC(=O)NC(c3ccccc3)c3ccccc3)c2C)n1
→ 16	20	-0.9	-0.9
CC(NC(=O)c1cc(-c2ccccn2)nc2ccccc12)c1ccccc1 (stereo not given)
→ -8	-2	-0.9	-0.2
NC(=O)c1oc2ccccc2c1NC(=O)CS(=O)(=O)c1ccccc1
→ 7	8	0.2	0.0
CC1(C)CC(N=CC2=C(O)CC(c3ccccc3)CC2=O)CC(C)(C)N1 (stereo not given)
→ -3&3	3&2	-0.7&-1.4	-0.1&0.2
O=C(CC1NCCNC1=O)Nc1cccc([N+](=O)[O-])c1 (stereo not given)
→ 0	-15	-1.2	0.0
CSc1nc2nc(N)nc(N)c2s1
→ 16	0	0.5	0.0
COc1ccc(N(CC(=O)Nc2ccc(C(F)(F)F)cc2)S(C)(=O)=O)cc1Cl
→ 20	12	0.9	0.5
CCOc1cc(C2Nc3cc(C)c(C)cc3NC3=C2C(=O)CC(C)(C)C3)ccc1OC(=O)C1CCCCC1 (stereo not given)
→ -5	6	1.2	-0.1
Cc1ccc(S(=O)(=O)N(C)CCCC(=O)Nc2ccc(F)cc2)cc1
→ -14	2	0.6	-0.1
O=C(NCCc1ccccc1)C(=S)NCCc1ccccc1
→ 3	7	0.3	-0.1
CCOc1c(OC)cc(C2C(C#N)=C(N)Oc3n[nH]c(-c4cccs4)c32)cc1OC (stereo not given)
→ -2	-6	-0.5	-0.4
O=C(NCc1cccnc1)c1csc(NCCN2CCOCC2)n1
→ -3	0	0.0	-0.2
Cc1ccc(-c2nn(CC(=O)NCc3ccccn3)c(=O)c3ccccc23)cc1
→ -1	2	0.1	-0.1
O=C(Nc1ccccc1)/C(=C\c1cccc([N+](=O)[O-])c1)NC(=O)c1ccccc1Cl
→ -1	6	0.3	0.1
CCCS(=O)(=O)N1CCN(Cc2ccccc2Cl)CC1
→ 49	7	0.3	-0.1
COC(=O)c1ccc(-c2ccc(C(c3c(C)[nH][nH]c3=O)c3c(C)[nH][nH]c3=O)o2)cc1
→ 5	5	2.1	-1.2
O=C1OC(/C=C/c2ccccc2)=NC/1=C/c1cccc([N+](=O)[O-])c1
→ 9	2	0.8	0.1
Cc1c(Cl)c(C)c(C2=NON3N(C(=O)c4ccc(C(=O)c5ccccc5)cc4)c4ccccc4N23)c(C)c1Cl
→ 5	5	-0.3	0.1
N#CC1=CNc2ccccc2NC1=O
→ 16	3	-0.8	0.1
COC(=O)C1=C(C)N=c2s/c(=C\c3ccc(Cl)cc3Cl)c(=O)n2C1c1ccc(OC)cc1 (stereo not given)
→ -14	7	-0.4	0.0
COC(=O)c1c(C)oc2cc(Br)c(OC)cc12
→ 8	5	0.6	0.8
COc1ccccc1-c1nnc(SCC(=O)N2CCc3ccccc32)o1
→ 62*	6	2.1	0.1
Cc1nnc(NC(=O)c2cn(-c3ccc(F)cc3F)c(=O)c3ccccc23)s1
→ 4	-10	0.1	-0.1
Cn1c(SCC(=O)N2CCCC2)nc2cccnc21
→ -8	9	-0.9	0.5
COc1cccc(C(=O)CN2C3=NCCN3c3ccccc32)c1
→ -3	-4	0.7	0.1
N#Cc1c2n(c3c(=O)n(Cc4ccc(Cl)cc4)cnc13)CCCCC2
→ 13	-5	-1.5	0.9
COc1ccc(-n2c(SCC(=O)Nc3cccc(C)c3)nc3n[nH]c(C)c3c2=N)cc1
→ 12	14	-0.4	-0.1
CC(=O)c1c(OC(=O)c2cccc(Br)c2)c2ccccc2n1C
→ 4	4	-0.7	0.1
Cc1ccccc1N=Cc1c(O)n(Cc2ccccc2)c(=O)[nH]c1=O
→ 5	13	-0.7	0.5
Cc1ccc(NC(=O)NCCNc2cc(-n3ccnc3C)ncn2)c(Cl)c1
→ -2	1	-1.3	-0.1
O=C(Cn1nnc(-c2ccccc2)n1)N/N=C/c1c[nH]c2ccccc12
→ 11	-2	-0.5	0.2
CC(C)Oc1ccc(Br)cc1/C=C(\C#N)c1nc2ccccc2[nH]1
→ 2	-17	0.3	0.0
CC(Sc1nnc(NCc2ccccc2)s1)C(=O)Nc1ccc(N(C)C)cc1 (stereo not given)
→ 2	-1	2.3	0.1
O=C1OC(c2ccc(Br)cc2)=N/C1=C/c1cccc2ccccc12
→ 5	-6	-0.2	-0.2
COc1ccc(NC(=O)CSc2nc3cc4c(cc3c(=O)n2CCC(=O)NCc2ccc3c(c2)OCO3)OCO4)c(OC)c1
→ 3	9	0.1	-0.1
CC(=O)N1CCN(c2ccc(NC(=O)c3ccc(OCc4ccccc4)cc3)cc2)CC1
→ -3	-3	-1.2	0.0
O=C(Cc1ccc([N+](=O)[O-])cc1)Nc1cccc(Cl)c1Cl
→ 4	0	2.0	0.0
Cc1ccc(N(CC(=O)N2CCCCC2)S(C)(=O)=O)cc1Cl
→ 4	-1	-1.3	0.1
CC(C)(O)C#Cc1ccccc1C(=O)NC(CC(=O)O)c1ccccc1 (stereo not given)
→ -3	-1	-1.5	0.1
Cc1ccc(/C=C2\N=C(c3ccccc3C)OC2=O)o1
→ -5	2	-0.9	0.0
CC(c1ccccc1)N1C(=O)c2ccc(Br)cc2C1=O (stereo not given)
→ -9	21	0.6	0.1
CCOC(=O)c1cccc(N2C(=O)/C(=C\c3ccncc3)SC2=S)c1
→ 2	7	-0.7	0.0
COC(=O)c1ccc(NC(=O)C2CCCN(S(=O)(=O)c3ccc(F)cc3)C2)cc1 (stereo not given)
→ -7	15	0.5	0.0
O=C(c1ccc([N+](=O)[O-])cc1Cl)N1CCCC1
→ -1	1	3.5	-0.1
